# Screening results as filed in PubChem.
# TbHK1 inh: T. brucei hexokinase 1 inhibition; recombinant TbHK1, G6PDH-coupled NADH A340; inhibition, % at 10 µM; 220,000 tested, 0.11% active;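 active = inhibition of 50% or more in the single-dose primary screen; inactive = inhibition below 50%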
# Runt-SMMHC FRET: blocks binding of human RUNX1 Runt domain to CBFb-SMMHC; Q01196+Q13951; Cerulean-Runt/Venus-CBFb-SMMHC FRET ratio 530/480, 1 h; inhibition, % at 20 µM; AID 1434; 220,000 tested, 0.74% active;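 active = mean inhibition across duplicate retests at 20 µM reaching about 50%, limit read from the data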;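 also: 0% = DMSO wells and 100% = wells with excess untagged CBFb-SMMHC; inhibitors lower the FRET ratio by blocking Runt binding to CBFb-SMMHC; some results filed as inactive read as strong as hits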
# Runt-CBFb FRET: inhibitors of human RUNX1 Runt domain binding to CBFb. Q01196+Q13951. Cerulean-Runt/Venus-CBFb FRET ratio 530/480, 1 h. inhibition, % at 20 µM. 220,000 tested, 0.46% active. AID 1496;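 active = inhibition over about 50% at 20 µM in the single-dose screen, limit read from the data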;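 also: 0% = DMSO wells and 100% = excess unlabeled CBFb competitor control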
#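 Reagent – Venus-CBFb binding partner, 100 nM · Assay system – Cerulean-tagged RUNX1 Runt domain (FRET donor) fusion protein · Input – 100 nM per protein · Incubation – two 1 h room-temperature incubations shielded from light · Measured by – FRET fluorescence · Medium – Tris buffer pH 7.5 with salts and BSA · Benchmarks – unlabeled CBFb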
# EBV gp42 block: blocks Epstein-Barr virus glycoprotein 42 binding | Fluorescence polarization binding assay, mP read-out | inhibition, % (tested at 21.74 µM) | 220,000 tested, 0.42% active | AID 1085; in the data active = inhibition above about 50%
# Target sequence (Q1HVG2 whole entry, looked up): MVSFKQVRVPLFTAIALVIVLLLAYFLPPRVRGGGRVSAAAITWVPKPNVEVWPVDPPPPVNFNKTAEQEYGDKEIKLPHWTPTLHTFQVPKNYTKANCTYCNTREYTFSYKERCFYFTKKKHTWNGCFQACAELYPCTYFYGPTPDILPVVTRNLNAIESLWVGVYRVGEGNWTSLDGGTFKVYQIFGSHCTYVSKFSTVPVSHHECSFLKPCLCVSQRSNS
# MDM2 E3 inh: blocks human Mdm2 ubiquitin ligase activity; 210,000 tested, 0.11% active; Q00987; cell-based MDM2 ubiquitination luciferase reporter, 2 h; 0 = plate control, 100 = twice control, blank-subtracted; signal enhancement, % at 5 µM;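 active = signal enhancement of 30% or more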;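 also: luminescence tracks abundance of the self-degrading MDM2-luciferase fusion protein; higher signal means inhibition of MDM2 E3 ligase activity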
# Target sequence (Q00987 whole entry, looked up, the tested form may be a part): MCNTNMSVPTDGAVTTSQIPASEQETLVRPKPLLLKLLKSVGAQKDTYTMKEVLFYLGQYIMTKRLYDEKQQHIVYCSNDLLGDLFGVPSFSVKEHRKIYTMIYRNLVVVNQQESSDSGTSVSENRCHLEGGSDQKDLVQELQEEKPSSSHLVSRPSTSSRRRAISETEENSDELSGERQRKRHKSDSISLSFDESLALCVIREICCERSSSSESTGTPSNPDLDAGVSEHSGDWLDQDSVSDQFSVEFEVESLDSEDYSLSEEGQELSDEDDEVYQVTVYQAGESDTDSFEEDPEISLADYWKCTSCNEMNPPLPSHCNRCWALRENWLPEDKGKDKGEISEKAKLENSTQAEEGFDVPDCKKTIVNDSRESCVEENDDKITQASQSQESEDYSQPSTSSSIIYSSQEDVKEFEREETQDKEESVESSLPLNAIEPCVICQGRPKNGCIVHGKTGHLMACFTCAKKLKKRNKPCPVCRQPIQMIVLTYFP
#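 Material: Stable MDM2–luciferase fusion reporter cells | Amount: 2000 cells seeded into each well | Dosing: One concentration, 5 µM, with 0.2% DMSO | Incubation: 4 h cell settling then 2 h compound exposure, 37 °C | Measured by: Luciferase luminescence | Read-out basis: % enhancement relative to plate controls after blank subtraction | Benchmarks: Control and blank well means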
# 14-3-3 Bad PPI: disrupts binding of bovine 14-3-3 zeta to phospho-Bad peptide; TR-FRET 14-3-3zeta/Dy647-pBad peptide displacement, 1 h; inhibition, % at 21.7 µM; 220,000 tested, 0.71% active; AID 781;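 active = inhibition above about 70%, limit read from the data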;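 also: 0% = full 14-3-3 plus peptide FRET controls and 100% = background without 14-3-3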
# p47phox inh: p47phox (human) inhibition | p47phox/p22phox peptide binding, fluorescence polarization, 2 h | P14598 | 220,000 tested, 0.53% active | inhibition, % at 24.7 µM;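 active = inhibition above about 30%, limit read from the data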;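 also: 0% = p47phox with labelled peptide and 100% = labelled peptide alone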
# Target sequence (P14598 whole entry, looked up): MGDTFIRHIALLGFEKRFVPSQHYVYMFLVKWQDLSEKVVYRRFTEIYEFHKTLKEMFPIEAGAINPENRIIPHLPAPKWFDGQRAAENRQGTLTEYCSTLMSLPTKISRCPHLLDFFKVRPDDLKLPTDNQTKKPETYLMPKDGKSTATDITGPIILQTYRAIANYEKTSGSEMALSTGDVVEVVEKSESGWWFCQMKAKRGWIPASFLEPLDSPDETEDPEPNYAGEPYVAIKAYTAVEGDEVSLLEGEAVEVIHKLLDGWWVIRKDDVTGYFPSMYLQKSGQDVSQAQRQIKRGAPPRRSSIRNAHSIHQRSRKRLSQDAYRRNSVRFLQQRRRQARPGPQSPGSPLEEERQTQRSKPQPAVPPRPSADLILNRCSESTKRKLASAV
# Hck-Nef inh: inhibitors of human Hck kinase activated by Nef; P08631; Recombinant Hck-YEEI plus Nef, Z-Lyte FRET kinase assay; inhibition, % at 20 µM; 220,000 tested, 0.68% active; AID 463187;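 active = Hck-Nef kinase inhibition above about 50%, limit read from the data; inactive = inhibition below that limit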;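 also: 0% = DMSO with Hck plus Nef and 100% = Hck alone without Nef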
# zVAD death inh: L929 zVAD cell death inhibition | L929 zVAD necroptosis rescue, ATP luminescence, 24 h; with zVAD 60 µM | viability rescue, % at 10 µM | 220,000 tested, 0.38% active;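 active = activation, scaled between plate controls, above about 75%, limit read from the data; inactive = activation under that limit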;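 also: 0% = zVAD with DMSO and 100% = DMSO alone without zVAD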
# * = called active by the depositor; i = inactive; nt = not tested or not shown; [ ] = dose if it differs, or a comment.
SMILES,TbHK1 inh,Runt-SMMHC FRET,Runt-CBFb FRET,EBV gp42 block,MDM2 E3 inh,14-3-3 Bad PPI,p47phox inh,Hck-Nef inh,zVAD death inh
CCC1C(c2ccccc2)N(C)C(c2ccccc2)CC1(O)c1ccccc1 (configuration not stated),27,3,2,-6,14,4,-3,20,23
CN(C)c1ccc(N=Cc2nc(-c3ccccc3)oc2O)cc1,4,i,-122,166*,-15,-19[fluorescence artefact?],58*,-1,0.2
Cc1cc(C(=O)Nc2ccc3nc(C)sc3c2)c2ccccc2n1,5,-3,-1,-27,nt,-2,-14,19,-0.7
Cc1cc(C(=O)COC(=O)CCc2nc3ccccc3c(=O)[nH]2)c(C)n1CC1CCCO1 (configuration not stated),-11,-2,0,-7,-5,-13,-15,24,0.4
COC(=O)c1ccccc1NC(=O)N1CCCC1,2,-1,1,-1,-7,-2,-14,11,0.9
S=C(c1ccc(-c2ccccc2Cl)o1)N1CCCCC1,19,-1,5,-4,7,-1,-14,1,-0.1
Cc1cc(C)c2[nH]c(=O)c(CN(Cc3ccco3)C(=S)NCC3CCCO3)cc2c1 (configuration not stated),19,5,14,-15,-5,-20,-13,4,0.2
O=C(NC1CCCc2ccccc21)c1ccc(CNc2c(N3CCOCC3)c(=O)c2=O)cc1 (configuration not stated),3,6,nt,-8,-32,-1[fluorescence artefact?],-21,9,1.0
COC(=O)c1ccc(OCCOCCOc2cccc3ccc(C)nc23)cc1,-6,1,-4,-1,-8,-2,7,2,0.0
Cc1nn(Cc2ccccc2Cl)c(C)c1NC(=O)c1noc2c1CCCCC2,-10,-3,-3,-10,-21,-5,1,-1,4.0
N#Cc1ccccc1CSc1nc(O)cc(=O)[nH]1,3,-2,1,-7,4,-6[fluorescence artefact?],-9,1,-0.1
COCCCN1C(=O)C(O)=C(C(=O)c2ccco2)C1c1ccccc1 (configuration not stated),-12,15,3,1,-12,34,-8,2,1.3
N/C(=N\OC(=O)c1cccnc1)c1ccccc1Cl,-3,-3,nt,1,-12,-1,-15,4,0.1
CC(=O)Nn1cc2c(=O)n(C)c(=O)n(C)c2c1,-2,2,-2,-3,1,-2[fluorescence artefact?],-10,1,0.5
CCOC(=O)c1cnc2nc(N3CCOCC3)nn2c1N,5,-2,2,-16,12,1,-1,23,5.6
CCCc1cnc(N2CCN(S(=O)(=O)c3cccs3)CC2)nc1,-6,-7,1,-8,5,-2,11,8,1.1
Nc1nonc1C(=Nc1ccc(Br)cc1)NO,-3,3,0,6,-1,-10,-2,3,0.3
CC1CC2(CCCCC2)Nc2c1ccc1ccccc21 (configuration not stated),-11,27,14,-13,2,68[fluorescence artefact?],-6,8,-0.5
CCOC(=O)C(Cc1ccccc1)NC(=O)CCc1c(C)nc2ncnn2c1C (configuration not stated),3,-2,2,12,-11,10,-10,1,0.3
CC(C)=CCN1CCN(Cc2cccn2-c2ccccn2)CC1CCO (configuration not stated),4,-4,1,-4,-10,-7,-12,22,0.9

# Brought forward from above: two entries, followed by the next part.
SMILES,TbHK1 inh,Runt-SMMHC FRET,Runt-CBFb FRET,EBV gp42 block,MDM2 E3 inh,14-3-3 Bad PPI,p47phox inh,Hck-Nef inh,zVAD death inh
CCOC(=O)C(Cc1ccccc1)NC(=O)CCc1c(C)nc2ncnn2c1C (configuration not stated),3,-2,2,12,-11,10,-10,1,0.3
CC(C)=CCN1CCN(Cc2cccn2-c2ccccn2)CC1CCO (configuration not stated),4,-4,1,-4,-10,-7,-12,22,0.9
O=C(c1cccs1)N(c1ccc(Cl)cc1)C1C=CS(=O)(=O)C1 (configuration not stated),-1,-7,3,-6,-52,22,1,-9,0.3
Cc1ccc(N(CC(=O)N2CCOCC2)S(C)(=O)=O)cc1C,-15,0,4,4,-23,-10[fluorescence artefact?],-6,9,-1.0
CCc1ccc(C(=O)NCc2ccc(Cl)cc2)cc1,2,-3,1,-13,-2,5,-2,3,1.1
CCn1c(/C=C2\C(=O)N(C(C)C)c3ccccc32)nc2ccccc2c1=O,-17,-8,-2,-16,-13,12,-5,13,1.0
CNc1nc2ccccc2n1N,-1,1,0,2,-7,4,-2,5,0.4
CCNC(=S)NNC(=O)c1c(Cl)c(C)nn1C,0,-5,0,-2,4,-4,-7,10,1.2
O=C1CCC(/C=C/c2ccccc2)=NN1Cc1ccccc1Cl,-20,-2,2,17,-10,12[fluorescence artefact?],-16,2,0.3
COc1cc(/C=N/NC(=O)c2csc3c2CCCC3)cc(OC)c1O,-20,13,0,-1,6,-1,-6,7,0.7
CC(=O)[C@@H]1[C@@H](C(=O)c2ccc(F)cc2)[C@]2(C(=O)Nc3ccccc32)[C@H]2C=Cc3cc(F)ccc3N12,-17,4,10,5,nt,-4,-18,20,-1.1
CN1/C(=C\C(=O)C(F)F)C(C)(C)c2ccccc21,-24,3,3,-4,-16,-7,-63,6,0.3
CCn1cc(C(=O)NC(=S)Nc2cccc(O)c2)cn1,-7,-5,1,6,-12,-11,1,4,-1.1
CCOC(=O)c1sc2nc3c(cc2c1N)COC(C)(C)C3,0,0,-3,-4,-6,5[fluorescence artefact?],-2,13,2.5
Cc1cc(-c2ccccc2)nc(N2CCN(c3ccccn3)CC2)n1,-2,-2,-2,-11,-7,-12,-9,5,0.9
CCN1CCN(Cc2ccc(NC(=O)c3cc(NC(=O)C(=O)c4c[nH]c5ccccc45)cc(OC)c3)cc2C(F)(F)F)CC1,-14,1,0,-16,9,25,37*,19,63
C=C(C)c1nc(N)nc(N)n1,2,-3,-1,-16,-4,4,-14,-1,-0.6
Cc1nc(Cl)c2c(n1)NC(=O)CO2,8,-3,-1,-10,2,1,-15,9,0.2
CCOC(=O)N1CCN(C(=O)c2ccc3c(c2)NC(=O)C(N2CCOCC2)S3)CC1 (configuration not stated),-6,-2,-2,-25,-8,-5,-4,2,1.8
Cn1c(N)c(C(=O)CCl)c(=O)n(Cc2ccccc2)c1=O,-2,1,-1,-4,nt,2[fluorescence artefact?],-5,3,-2.2
C=C(C)c1cccc(C(C)(C)NC(=O)N2CCC(C)CC2)c1,5,-3,2,-17,-15,-11,-13,-1,-0.5
COc1ccc(CC(=O)Oc2cc(C)[nH]c(=O)c2[N+](=O)[O-])cc1,-13,2,0,-7,-10,1,-2,2,0.2

# 4 of the compounds above, with two lines to a compound:
# Every second line gives: TbHK1 inh	Runt-SMMHC FRET	Runt-CBFb FRET	EBV gp42 block	MDM2 E3 inh	14-3-3 Bad PPI	p47phox inh	Hck-Nef inh	zVAD death inh
> Cc1cc(-c2ccccc2)nc(N2CCN(c3ccccn3)CC2)n1
→ -2	-2	-2	-11	-7	-12	-9	5	0.9
> CCOC(=O)N1CCN(C(=O)c2ccc3c(c2)NC(=O)C(N2CCOCC2)S3)CC1 (configuration not stated)
→ -6	-2	-2	-25	-8	-5	-4	2	1.8
> N#Cc1ccccc1CSc1nc(O)cc(=O)[nH]1
→ 3	-2	1	-7	4	-6[fluorescence artefact?]	-9	1	-0.1
> CC(=O)Nn1cc2c(=O)n(C)c(=O)n(C)c2c1
→ -2	2	-2	-3	1	-2[fluorescence artefact?]	-10	1	0.5

# Next section
SMILES,TbHK1 inh,Runt-SMMHC FRET,Runt-CBFb FRET,EBV gp42 block,MDM2 E3 inh,14-3-3 Bad PPI,p47phox inh,Hck-Nef inh,zVAD death inh
CC1(OC(=O)CCc2ccccc2)C(=O)C=C2C=C(c3ccc(C#N)cc3)N(CCc3c[nH]c4ccccc34)C=C2C1=O (configuration not stated),-26,-2,4,-4,11,-2,-22,35,1.3
COC(=O)c1sc(S(=O)(=O)Nc2ccc(C)c(C)c2)c(C(=O)OC)c1C,-5,0,0,-3,-2,-2,-8,1,nt
O=C(N/N=C/c1cccc([N+](=O)[O-])c1)c1ccc2c(c1)OCCO2,-2,2,1,-1,-28,10,-11,1,0.0
CCCCSc1nnc2nc(C)cc(C)n12,11,-2,1,-6,-22,nt,8,3,0.4
O=C(COC(=O)c1cc([N+](=O)[O-])ccc1NCCO)NCc1cccs1,-18,0,1,-11,-8,5,6,14,1.3
COc1ccc(S(=O)(=O)N2CCN(c3ccc(C)cc3C)CC2)cc1OC,-7,-6,-6,-3,-6,5,-7,22,1.7
COc1ccc(S(=O)(=O)n2nc(-c3ccc(Cl)cc3)cc2N)cc1OC,0,-2,1,5,-18,-7,-12,0,-0.8
CCc1ccc(-c2cc(C(=O)N3N=C(C(F)F)CC3(O)C(F)F)c3ccccc3n2)cc1 (configuration not stated),-7,4,-2,13,-33,-8,-4,0,0.2
COc1ccc(-c2nnn(CC(=O)NCCc3c[nH]c4ccccc34)n2)cc1OC,6,4,-1,1,1,16,-9,1,0.3
Cc1cccc[n+]1CC(=O)Nc1ccc([N+](=O)[O-])cc1Cl,-15,2,-1,-18,-13,-5,-13,-1,0.0
NC(=O)c1ccccc1N(Cc1ccccc1)S(=O)(=O)c1ccccc1,-1,3,-2,-1,-4,0,-4,-4,0.2
Cc1cccc(C(=O)NCCN(C)C)c1,-11,0,0,1,-15,-8,2,3,-0.4
O=C(NCc1ccc(F)cc1)C(c1ccncc1)N(C(=O)c1csnn1)C1CC1 (configuration not stated),-5,-2,1,21,-3,-1,-13,-1,0.5
O=C(COc1ncnc2ccc(Br)cc12)Nc1ccc(N2CCOCC2)cc1,-1,2,1,-6,-8,-2[fluorescence artefact?],-2,-2,0.2
CCOC(=O)c1oc2c(CN3CCCCC3C)c(O)ccc2c(=O)c1-c1ccc(OC)c(OC)c1 (configuration not stated),-22,-4,-2,-9,-17,3[fluorescence artefact?],3,3,-0.1
Cc1ccc(CNC(=O)C2c3ccccc3C(=O)N3CCc4ccccc4C23)o1 (configuration not stated),-15,4,6,-3,-15,-7,-5,0,0.1
COc1ccc(-n2c(C)ccc2C)c([N+](=O)[O-])c1,-1,-1,-4,-2,3,0,3,15,-0.1
O=C(NCCc1cccs1)C1CC(c2ccccc2F)=NO1 (configuration not stated),-4,2,1,1,9,-8,-5,33,1.1
CCc1ccc(CNCCSc2nnnn2C)cc1,-6,-1,1,-25,-9,6[fluorescence artefact?],-9,3,0.0
Cc1cccc(N(CC(=O)NC(C)(C)C)C(=O)CNC(=O)c2cccs2)c1,5,-2,0,4,-21,1,-3,13,-0.5
O=C(CN1CCN(c2nc(-c3ccccc3)cs2)CC1)NCc1ccc2c(c1)OCO2,-11,-4,-2,-9,-12,-10,-26,1,0.4
O=C(/C=C/c1ccc([N+](=O)[O-])cc1)N(c1ccccn1)C1CCCCC1,-5,32,39,-15,-3,-10,-5,21,1.3
Cc1ccc(NC(=O)Nc2nc(-c3ccc(C)s3)cs2)cc1,-10,4,2,-8,-17,-5,-5,1,0.1
COC(=O)c1ccc2c(=O)n(CC3CCCO3)c(SCC(=O)Nc3ccccc3Cl)nc2c1 (configuration not stated),-6,-1,-3,-10,-19,11,5,32,0.4
COCCCNC(=O)CCCn1c(=O)[nH]c2ccccc2c1=O,0,-3,0,-14,-12,15,0,0,-0.1
COCCNC(=O)C(c1ccccc1F)N(C(=O)C(=O)NC1CCCC1)C1CCCCC1 (configuration not stated),-6,0,1,5,-5,-7,-2,15,4.1
CCOc1ccc(C2CC(=O)NC3=C2C(=O)CCC3)cc1Cl (configuration not stated),-2,-5,-1,-7,-3,-7,-7,1,-0.7
